# Bioassay records (PubChem)
# GLP1R inv ag – GLP-1 receptor (human) inverse agonism | P43220 | HEK293 GLP-1R CRE-luciferase, luminescence, 24 h; GLP-1R form is constitutively active | Potency, µM (doses to about 38.3 µM), without a hit: at the highest dose activity change, negative = inhibition, usual class: inhibitors | 1.6% of 410,000 active | AID 624417; note: potency is the fitted concentration of half-maximal effect; % is set by controls: 0 for no effect and ±100 for the full control effect; nearly all actives have a fitted effect of over 55% in size
#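 Inverse agonists were sought by their lowering of basal cAMP reporter luciferase output in HEK293 cells stably carrying constitutively active human GLP-1R, after 24 h compound treatment.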
# WRN helicase inh – inhibitors of human WRN helicase. Q14191. WRN helicase unwinding, fluorescent forked duplex, kinetic. Potency, µM (top dose mostly 114 µM), for inactives: at the top dose activity change, negative = inhibition, actives largely listed as inhibitors. 0.46% of 360,000 active. AID 651768; note: potency is the fitted concentration of half-maximal effect; % is set by controls: 0 for no effect and ±100 for the full control effect; nearly all actives have a fitted effect of over 55% in size
# Target sequence (Q14191 whole entry, looked up): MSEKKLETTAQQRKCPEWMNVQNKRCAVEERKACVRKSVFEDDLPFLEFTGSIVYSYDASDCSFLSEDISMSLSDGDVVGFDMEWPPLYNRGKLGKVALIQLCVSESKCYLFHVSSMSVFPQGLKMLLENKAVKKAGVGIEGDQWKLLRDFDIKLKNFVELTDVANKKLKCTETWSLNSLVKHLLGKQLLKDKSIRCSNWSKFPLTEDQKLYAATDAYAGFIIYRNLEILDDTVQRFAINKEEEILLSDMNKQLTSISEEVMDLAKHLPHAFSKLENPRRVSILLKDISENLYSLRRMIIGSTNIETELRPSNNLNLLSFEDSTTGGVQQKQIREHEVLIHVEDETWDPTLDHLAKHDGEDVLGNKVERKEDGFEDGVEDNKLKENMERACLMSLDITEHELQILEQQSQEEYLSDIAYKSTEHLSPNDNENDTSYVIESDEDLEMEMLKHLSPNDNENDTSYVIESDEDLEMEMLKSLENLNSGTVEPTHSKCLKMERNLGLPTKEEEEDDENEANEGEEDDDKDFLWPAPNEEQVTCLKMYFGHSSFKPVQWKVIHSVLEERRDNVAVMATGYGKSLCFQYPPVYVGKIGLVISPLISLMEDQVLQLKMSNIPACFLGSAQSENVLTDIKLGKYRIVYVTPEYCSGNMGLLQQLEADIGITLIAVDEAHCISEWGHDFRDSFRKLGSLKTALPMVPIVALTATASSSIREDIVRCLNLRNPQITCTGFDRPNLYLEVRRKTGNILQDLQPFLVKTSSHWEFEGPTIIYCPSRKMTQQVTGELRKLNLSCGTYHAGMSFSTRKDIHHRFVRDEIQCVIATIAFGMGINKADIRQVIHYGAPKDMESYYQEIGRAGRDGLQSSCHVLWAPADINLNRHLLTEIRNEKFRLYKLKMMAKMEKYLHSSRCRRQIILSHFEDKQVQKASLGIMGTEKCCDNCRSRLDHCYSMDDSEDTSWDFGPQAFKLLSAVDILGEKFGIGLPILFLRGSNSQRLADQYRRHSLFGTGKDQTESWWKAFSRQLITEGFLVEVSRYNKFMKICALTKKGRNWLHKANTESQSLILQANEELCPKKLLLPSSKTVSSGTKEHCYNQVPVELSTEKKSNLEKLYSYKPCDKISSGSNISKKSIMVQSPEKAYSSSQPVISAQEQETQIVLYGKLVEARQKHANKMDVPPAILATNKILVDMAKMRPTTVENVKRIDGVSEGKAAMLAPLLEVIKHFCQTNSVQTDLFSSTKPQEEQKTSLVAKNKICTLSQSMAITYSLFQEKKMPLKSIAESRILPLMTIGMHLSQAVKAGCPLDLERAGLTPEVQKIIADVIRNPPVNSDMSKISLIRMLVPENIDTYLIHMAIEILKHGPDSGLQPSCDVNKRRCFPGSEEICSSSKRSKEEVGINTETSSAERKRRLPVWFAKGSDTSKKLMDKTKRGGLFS
#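 Kinetic fluorescence helicase assay: unwinding of a quenched forked DNA duplex (100 nM final) with 2 mM ATP final raises red fluorescence (525/598 nm). Compounds sat 15 min at room temperature with 20 nM WRN beforehand.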
# IL2 activator – activates IL-2 in a cell-based reporter assay; IL-2 activation reporter assay, cell-based qHTS; stimulated with anti-CD3/CD4/CD28 beads; in transgenic mouse T cells; 0.065% of 360,000 active; activation, % (series mostly up to about 46 µM); in the data active = activation above about 50%; inconclusive = mostly about 30% to 49%; note: 0% is about no effect
#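 Using fluorescent plate cytometry, EGFP and DsRed are detected in transgenic mouse T cells stimulated 18 h at 37 degrees C with antibody-coated beads after 60 min compound pretreatment.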
# GLP1R cytotox – cytotoxicity in counter-screen for GLP-1R inverse agonists; HEK293 cAMP-luciferase reporter cells, luminescence, 24 h; Potency, µM (titrated, usually from 38.3 µM), for inactives: at the highest dose activity change, negative = inhibition, actives largely listed as inhibitors; AID 624418; 0.13% of 410,000 active;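 note: loss of luciferase light is scored as toxicity; potency is the fitted concentration of half-maximal effect; % is set by controls: 0 for no effect and ±100 for the full control effect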
#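 MLSMR compounds, 24 hr on cells at 37 deg C/5% CO2; luminescence after luciferase reagent (12 min RT). Inhibition counted as the undesired cytotoxic outcome.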
# GLP1R ag – GLP-1 receptor (human) agonism. P43220. Potency, µM (doses to about 45.6 µM), for inactives: at the highest dose activation, actives largely listed as activators. 0.007% of 380,000 active. HEK293 GLP-1R CRE-luciferase, luminescence, 4-6 h; cells express a hypersensitive GLP-1R form; note: potency is the fitted concentration of half-maximal effect; % of control where 0% means no effect
# D3 ag – D3 dopamine receptor (human) agonism. P35462. D3R DiscoveRx beta-arrestin cells, luminescence, 90 min. max activation, %. 0.58% of 410,000 active. AID 652048; in the data active = max activation above about 30%; note: 0% is about no effect; mostly tested at two doses, the higher about 12 µM
#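 Agonist mode: compounds and dopamine controls were applied to plated cells for 90 min at 37 degrees C after an overnight attachment at 1500 cells/well. Luminescent read-out followed 30 - 60 minutes at room temperature with DiscoveRx detection reagent.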
# D3 antag – D3 dopamine receptor (human) antagonism. P35462. D3R cells, DiscoveRx beta-arrestin luminescence, antagonist mode; active compounds read low. max response, negative = inhibition, %. 2.5% of 360,000 active. AID 652054; in the data active = max response below about -50%; inconclusive = no clear call, values can overlap the other calls; note: % is set by controls: 0 for no effect and ±100 for the full control effect; mostly tested at two doses, the higher about 12 µM
#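 Cells expressing the human receptor were seeded at 1500 cells/well, incubated overnight at 37 degrees C in 5% CO2, then exposed to library compounds with dopamine controls for 90 minutes at 37 degrees C before luminescent detection.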
# PI5P4K alpha inh – blocks human PI5P4K alpha kinase activity | PI5P4Kalpha enzyme, ADP-Glo luminescence, 60 min; active compounds read low | max response, % | 1.2% of 330,000 active | AID 652105; active = max response of -50% or lower; inconclusive = between -30% and -50%; inactive = -30% or higher; note: value at the top dose of about 77 µM; % is set by controls: 0 for no effect and ±100 for the full control effect
#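 Quantitative HTS of the MLSMR library against PI5P4Kalpha with substrate. ATP added last at 5 microM final; room temperature, 60 minutes. Remaining ATP depleted, ADP converted and read as luminescence.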
# PLK1 PBD block – blocks phosphopeptide binding to human PLK1 polo-box domain; P53350; Plk1 PBD binding of FITC phosphopeptide, fluorescence polarization; Potency, µM, inactives show max response, negative = inhibition, most hits filed as inhibitors; 2.8% of 360,000 active; AID 720504; note: potency is the fitted concentration of half-maximal effect; series mostly up to about 57 µM; % is set by controls: 0 for no effect and ±100 for the full control effect; nearly all actives have a fitted effect of over 65% in size
# Numbers without * were called inactive; ? = inconclusive; nt = not tested or not shown; & = joins results of further samples; [ ] = remark or other dose. Unless noted, calls come from the whole dose curve; as a rule, active = well fitted curve in the direction sought with a large enough effect; inconclusive = small, poorly fitted or top-dose-only effect, or another doubt; inactive = no such curve, though single readings can be large; an effect the other way counts as inactive or inconclusive.
Molecule	D3 antag	GLP1R ag	PI5P4K alpha inh	GLP1R cytotox	D3 ag	GLP1R inv ag	WRN helicase inh	IL2 activator	PLK1 PBD block
CNC(=O)c1cccc(NC(=O)c2ccccc2OCc2ccccc2)c1	6	20%	2	-9%	13	24%	-34%	0.6	-7%
Cc1cccnc1NC(=S)NCCc1ccccc1	-13	?	-19	?	0	?	-16%	-0.2	-17%
CCc1nc2c(OCc3c(C)noc3C)cccn2c1N(C=O)Cc1ccc(OC)cc1	116	-11%	0	-6%	8	4%	8%	-0.4	-14%
COc1cc(/C=C(\C#N)c2ccccn2)ccc1OCc1ccc(Cl)cc1	26	2%	9	30%[activator]	-37	?	-8%	-5.4	6%
O=S(=O)(Nc1nc2ccccc2nc1N1CCc2ccccc2C1)c1ccc(Br)cc1	20	2%	18	-5%	13	?	-7%	-2.9	?
CC1(C)CC(=O)C(C=NCC(N)=O)=C(O)C1	-29	4%	nt	7%	-24	-34%	2%	3.0	-6%
COc1ccc(C(=O)OCC(=O)Nc2c(C)n(C)n(-c3ccccc3)c2=O)cc1OC	6	-6%	2	-12%	6	8%	2%	1.4	0%
COC(=O)C1=C(C)NC(C)=C(C(=O)OC)C1c1ccco1	6	-5%	-2	-8%	-2	19%	-3%	0.3	7%
CC(C)(C)N(Cc1ccc2c(c1)OCO2)C(=O)/C=C\S(=O)c1ccccc1 (configuration not stated)	?	-5%	-1	7%	-7	?	?	-0.6	?
CCOC(=O)c1c(NC(=O)COC)sc(C(C)=O)c1C	18	7%	nt	-16%	14	-1%	2%	-2.0	-8%
CCOCCCNC(=O)/C(C#N)=C/c1ccc(Cl)c([N+](=O)[O-])c1	9	-8%	-3	?	3	11µM*	-5%	-0.8	-26%
CC(=O)c1cccc(NC(=O)c2cnccn2)c1	6	-5%	4	1%	2	15%	3%	-0.3	0%
COc1ccc(-c2cc(C(=O)N/N=C/c3cccnc3)c3cc(C)cc(C)c3n2)cc1	-4	2%	1	-4%	-1	-26%	-8%	1.3	-5%
O=S(=O)(NC1CCCCC1)c1ccc(F)c2ccccc12	19	18%	nt	-17%	14	-27%	-12%	1.3	-1%
COc1ccc(C)cc1-n1c(N)c(C#N)c(C#N)c1-c1ccc(OC)c(OC)c1OC	18	0%	3	3%	-2	-1%	-4%	1.4	2%
Cc1ccc(F)c(NC(=O)c2cncn2-c2ccccc2)c1	2	17%	1	12%	10	13%	5%	-0.1	3%
CCN(CC(=O)NCc1ccc(F)cc1)C(=O)COc1ccccc1[N+](=O)[O-]	24	3%	0	4%	-1	3%	5%	0.0	5%
CCCc1[nH]nc2c1C(c1cn[nH]c1-c1ccc(F)cc1)C(C#N)=C(N)O2 (configuration not stated)	-10	0%	-28	-32%	6	5%	-1%	-1.6	?
CCOc1ncccc1C(=O)NCCN1C(=O)S/C(=C/c2cccs2)C1=O	38	-2%	2	5%	-5	10%	-5%	-0.5	0%
COC(=O)C(Cc1cnc(Cl)s1)(C(=O)OC)c1ccc(C(F)(F)F)cc1[N+](=O)[O-]	8	-11%	3	-13%	-2	?	0%	-3.0	?
O=C1CN(Cc2ccccc2)CC(=O)N1	12	-2%	0	0%	-5	21%	-3%[57.1 µM]	-2.6	5%
Cc1ccc(CNC(=O)CNC(=O)c2ccc(Br)o2)cc1	-20	4%	-1	-10%	-19	3%	-1%	-4.7	-1%
Cc1ccc(Nc2ccc([N+](=O)[O-])ccc2=O)cc1	-10	4%	-2	-14%	-9	6%	-11%	25	-23%
COc1ccc(S(=O)(=O)N2CCC(C(N)=O)(N3CCCCC3)CC2)cc1OC	6	5%	-4	1%	23	13%	0%	-2.2	-4%
COc1ccc(C(=O)NNC(=O)c2ccc(F)c(S(=O)(=O)N3CCOCC3)c2)cc1	-25	1%	5	-7%	-1	4%	-15%	-0.6	2%

# (more compounds)
Molecule	D3 antag	GLP1R ag	PI5P4K alpha inh	GLP1R cytotox	D3 ag	GLP1R inv ag	WRN helicase inh	IL2 activator	PLK1 PBD block
CCCCCC(=O)NCC(C)NC(=O)CCCCC (configuration not stated)	52	2%	-1	9%	-2	0%	-10%	-1.7	-6%
CN1CCN(C(=O)C[C@H]2C[C@H]3c4cc(NC(=O)NC5CCCCC5)ccc4O[C@H]3[C@@H](CO)O2)CC1	-1	-3%	7	5%	1	1%	-11%	-1.7	-9%
COc1ccccc1CN(C)CC(=O)Nc1cccc2ccccc12	-1	28%	2	14%	7	?	-11%	-3.6	6%
Cn1c(=O)[nH]c(=O)c2c1nc(CN1CCN(c3ccc(F)cc3)CC1)n2CCc1ccccc1	8	-1%	nt	?	1	57%[activator]	-14%	-0.8	-3%
COc1cc(Cl)ccc1OCc1cc(C(=O)NC(C)Cc2cccnc2)no1 (configuration not stated)	-4	-1%	-4	-18%	7	-27%	-10%	-4.8	2%
CCc1ccccc1NC(=O)[C@@H]1CCC(=O)N1C1OC(=O)c2ccccc21 (some centres not stated)	-10	26%	2	-6%	-7	19%	-6%	0.8	7%
COc1cc2c(c(OC)c1)C(c1cc(OC)c(OC)c(OC)c1)CC(=O)N2 (configuration not stated)	nt	7%	nt	1%	7	14%	nt	nt	nt
Cc1nn(-c2ccccc2)c(N2CCCC2)c1/C=N/NC(=S)Nc1ccccc1C(F)(F)F	8	-3%	7	0%[1.53 µM]	5	?	-14%[57.1 µM]	-1.0	-2%
CCOc1ccccc1N(CC(=O)NCCSc1ccccn1)S(=O)(=O)c1ccc(C)cc1	20	4%	20	-22%	25	-15%	-8%	-0.9	1%
CCCCOc1ccc(CC(=O)NCC(=O)O)cc1	0	2%	7	1%	-8	0%	-26%	-3.2	-5%
COc1ccc(NC(=O)c2c(C)nn(-c3ccccc3)c2Cl)cc1	0	1%	-2	18%	10	-7%	-13%	2.1	0%
Cc1cc(C)n(S(=O)(=O)c2ccc(C)c(C)c2C)n1	3	5%	9	-11%	-1	?	1%	1.7	-3%
CCCCn1nnc(NC(=O)c2ccc([N+](=O)[O-])cc2Cl)n1	15	-1%	0	-6%	-8	7%	2%	-0.8	?
O=C(COc1cc(Cl)c(Cl)cc1Cl)N1CCN(c2ccccn2)CC1	21	8%	4	-7%	0	-27%	-4%	-0.6	0%
COC(=O)c1ccccc1OCC(=O)N1CCN(c2ccc(Cl)cc2)CC1	4	2%	1	0%	-5	4%	4%	-3.0	-9%
CCn1cc(C(=O)NP(=O)(Nc2ccc(C)cc2)Nc2ccc(C)cc2)c2ccccc21	-3	6%	2	5%	-12	-9%	-2%	-2.1	0%
COc1ccc(NC(=O)c2ccc3c(SCC(=O)O)c4c(nc3c2)CCCC4)c(OC)c1	1	1%&0%	-10	-3%&-7%	4&0	30%&-7%[activator]	-9%[11.6 µM]	1.0	-10%
Cc1c(C)c2ccc(O[C@@H]3O[C@H](CO)[C@@H](O)[C@H](O)[C@H]3O)c(C)c2oc1=O	0	1%	12	-7%	3	7%	6%	-0.1	5%
N#Cc1c(N)oc(-c2ccccc2)c1-c1ccccc1	0	-2%	-11	2%	0	-21%	7%	-1.5	-9%
Cc1ccc(O)c(CNc2ccccn2)c1	-4	8%	0	-9%	-1	43%[activator]	2%	-2.0	-6%
CCC(NC(=O)c1cccc(Cn2cc([N+](=O)[O-])cn2)c1)c1ccc(C(C)C)cc1 (configuration not stated)	-53*	4%	nt	6%	-20	?	-9%	-0.2	-9%
CC(C)CNC(=O)C1(C)CCCN1C(=O)C(C)(C)Oc1ccc(Cl)cc1 (configuration not stated)	-100*	19%	-5	1%	-21	?	6%	-0.2	-7%
O=[N+]([O-])c1ccccc1S(=O)(=O)Nc1cccc(S(=O)(=O)N2CCCC2)c1	0	-1%	-2	1%	-8	2%	-1%	-0.3	-19%
CCn1c(SCc2nc3scc(-c4ccccc4)c3c(=O)[nH]2)nnc1-c1cccs1	4	-4%	?	-6%	2	?	-25%	0.3	6%
O=C(O)c1ccc2c(c1)C(=O)N(c1ccccc1-c1ccccc1)C2=O	-20	-2%	4	3%	-4	2%	5%	-2.5	-18%

# 3 entries from above, with values under each structure:
# Results follow in this order: D3 antag, GLP1R ag, PI5P4K alpha inh, GLP1R cytotox, D3 ag, GLP1R inv ag, WRN helicase inh, IL2 activator, PLK1 PBD block
> COc1ccc(NC(=O)c2ccc3c(SCC(=O)O)c4c(nc3c2)CCCC4)c(OC)c1
  1, 1%&0%, -10, -3%&-7%, 4&0, 30%&-7%[activator], -9%[11.6 µM], 1.0, -10%
> Cc1c(C)c2ccc(O[C@@H]3O[C@H](CO)[C@@H](O)[C@H](O)[C@H]3O)c(C)c2oc1=O
  0, 1%, 12, -7%, 3, 7%, 6%, -0.1, 5%
> N#Cc1c(N)oc(-c2ccccc2)c1-c1ccccc1
  0, -2%, -11, 2%, 0, -21%, 7%, -1.5, -9%

# Further entries follow.
Molecule	D3 antag	GLP1R ag	PI5P4K alpha inh	GLP1R cytotox	D3 ag	GLP1R inv ag	WRN helicase inh	IL2 activator	PLK1 PBD block
O=C(CNC(=O)c1cccc(F)c1)N/N=C/c1cccs1	-7	10%	?	1%	-11	2%	-6%	0.1	-10%
O=c1c2c(nc3nc(COc4ccccc4)[nH]n13)CCC2	43	7%	-7	4%	2	4%	-25%	-0.5	-3%
c1csc(CNc2nc(Oc3ccncc3)c3sccc3n2)c1	0	28%	-2	-17%	6	48%[activator]	2%[57.1 µM]	-0.3	-26%
Cc1noc(C)c1-c1nnc(-c2ccc(OC(F)(F)F)cc2)o1	-10	1%	-10	0%	-22	-21%	3%	1.5	-5%
CC(=O)Nc1ccc(NC(=O)Cn2cc3c(n2)CCCC3)cc1	-11	9%	-7	14%	-10	14%	9%	-0.1	-15%
Cc1nc2c3ccccc3nc(NNC(=O)CCC(=O)NC(C)C)n2n1	10	-12%	2	-6%	1	29%	-1%	1.5	6%
O=S(=O)(NCc1ccccc1)c1cccc(S(=O)(=O)N2CCOCC2)c1	7	5%	1	-4%	-9	0%	-3%	-1.8	-9%
NC(=O)CC(NC(=O)Cc1ccc(Br)cc1)c1ccc(NC2CCCCCCC2)c([N+](=O)[O-])c1 (configuration not stated)	?	3%	8	3%	1	6%	-3%	?	11%
O=C(NC1CCCCC1)N(Cc1cc2cc3c(cc2[nH]c1=O)OCCO3)CC1CCCO1 (configuration not stated)	-4	2%	nt	-22%	-6	45%[activator]	4%	-2.8	-11%
